# Growth percent in the NCI-60 one-dose screen (48 h, 10 µM unless noted): 100 = growth as untreated, 0 = no growth, -100 = all killed.
# K-562 – K-562 leukemia; 78,000 tested, 7.4% active; AID 1794777
# CCRF-CEM – CCRF-CEM leukemia; 77,000 tested, 7% active
# MDA-MB-435 – MDA-MB-435 melanoma; 82,000 tested, 7.8% active
# MDA-MB-468 – MDA-MB-468 breast cancer; 78,000 tested, 8.5% active; AID 2202374
# MDA-MB-231 – MDA-MB-231 breast cancer | AID 1794789 | 81,000 tested, 5% active
# MOLT-4 – MOLT-4 leukemia cells | 80,000 tested, 6.9% active | AID 1794779
# RPMI-8226 – RPMI-8226 leukemia cells | 77,000 tested, 7.5% active
# SR – SR leukemia cells; 73,000 tested, 8.7% active
# * = called active by the depositor; nt = not tested or not shown; & = joins results of further samples. Rule for the calls: active = growth percent below 10; inactive = the rest. Hits appear at their usual frequency; overall some 16% were active at least once.
SMILES,K-562,CCRF-CEM,MDA-MB-435,MDA-MB-468,MDA-MB-231,MOLT-4,RPMI-8226,SR
Cn1c2nc(=O)n(-c3ccccc3)c(=O)c-2nc2c1CCCC2,110,100,115,106,96,110,97,103
O=C(O)C1=CC2C=C(Cl)C=CC2OC1=O (configuration not stated),98,95,109,110,109,99,96,100
COc1ccc(S(=O)(=O)ON=C2C=C(C)C(=O)C(C)=C2)cc1,49,27,18,nt,62,42,35,32
CN1NC(c2ccccc2)NN(C)C1=O,89,nt,102,108,108,nt,105,nt
O=c1cc(N2CCOCC2)oc2c(-c3ccc4c(c3)OCCO4)csc12,26,28,15,-4.2*,20,4.7*,-0.4*,14
OC(CN1CCOCC1)C(c1ccccc1)c1ccccc1 (configuration not stated),101,100,100,98,106,107,102,109
O=C(CCCCCCSc1nc(-c2ccc(Cl)cc2)cc(-c2ccc(Cl)cc2)n1)NO,24,5.2*,44,33,61,11,35,5.5*
COc1ccc(NC(=O)Nc2ccc(OCCCCCC(=O)Nc3ccc(C(=O)O)c(O)c3)cc2)cc1,63,63,95,73,86,68,67,87
O=C1[C@@H]2[C@H](c3nc4ccccc4c(=O)n31)[C@@H]1C=C[C@H]2C1,111,104,109,107,90,108,102,85
Nc1ccc2ncc3c(=O)[nH][nH]c3c2c1,108,94,107,114,123,106,101,93
Cc1ccc(NC(=O)c2ccc(CN3CCN(C)CC3)c(I)c2)cc1Oc1ccc(-c2[nH]nc3ncnc(N)c23)cc1,1.6*,3.4*,-67*,105,39,11,-3.3*,4.8*
OCCn1nnc2ccccc21,109,130,103,100,108,114,124,100
CCCCC(O)CCCC,93,98,104,96,109,98,nt,101
N#CC1=C2NCCCCCNC3=C(C#N)N=C(Cc4ccccc4Cc4nc(C#N)c(o4)NCCCCCNC4=C(C#N)N=C(Cc5ccccc5CC(=N1)O2)O4)O3,80,62,98,78,98,51,60,65
COc1cc2c(cc1OC)C(=O)C(CC1CCN(C(=O)Nc3ccc(Cl)cc3)CC1)C2 (configuration not stated),86,88,99,78,87,87,80,103
C[C@H]1[C@H]2C3=CC[C@@H]4[C@@]5(C)C/C(=C/c6ccco6)C(=O)C(C)(C)[C@@H]5CC[C@@]4(C)[C@]3(C)CC[C@@]2(C(=O)N2CCOCC2)CC[C@@H]1C,27,14,97,60,90,6.2*,40,29
O=C(O)c1ccccc1-c1nc2ccccc2s1,93,101,101,72,106,101,100,102
Cn1c(=O)c2c(nc(NC3=NS(=O)(=O)c4ccccc43)n2Cc2ccccc2)n(C)c1=O,104,104,101,103,90,106,103,108
CCN(CC)CC(=O)Nc1cc(Cl)ccc1C,93,88,106,108,101,84,91,85
O=C(NCCCNc1cc(-c2cn(-c3ccccc3)nc2-c2cccc(O)c2)ccn1)Nc1cccc(C(F)(F)F)c1,13,29,32,11,19,12,4.3*,30
COc1cccc(C(=O)N(c2ccc(F)cc2F)C(C(=O)NC(C)(C)C)c2cc3c(C)cc(C)cc3nc2Cl)c1 (configuration not stated),49,65,80,51,70,46,35,58
COc1ccccc1-n1cc(C#N)c(N)c1C(=O)c1ccc(Cl)cc1Cl,13,7.8*,-38*,16,46,20,15,11
O=c1[nH]c(=S)[nH]c2nccnc12,123,119,114,123,123,108,107,nt
O=c1cc(-c2cccc(O)c2)oc2ccc3ccccc3c12,79,75,103,61,68,65,69,83
Cn1ncc2c(NC(C)(C)CC(C)(C)C)nc(NC(C)(C)CC(C)(C)C)nc21,98,75,109,90,85,nt,81,75
C[C@]12CCc3nc(-c4ccc(F)cc4)sc3C1=CC[C@@H]1[C@@H]2CC[C@]2(C)/C(=N\NC(=O)c3ccncc3)CC[C@@H]12,75,88,100,76,97,94,74,81
Cc1cc(=S)cc(C)o1,116,11,95,109,103,116,83,89
CC1=C(CCN2CCN(c3ccccc3)CC2)C(=O)N2N=C(c3ccc(Cl)cc3)OC2N1 (configuration not stated),104,111,103,91,103,110,110,100
COc1cc([N+](=O)[O-])ccc1NC(=O)N(C)Cc1ccccc1,109,96,79,79,105,100,100,102
CN(NC(=O)c1ccccc1)C(=O)c1ccccc1,84,100,108,99,110,92,111,96
CN(C)c1ccc(/C=C/C(=O)c2ccc(-n3cc(CN4CCN(c5cc6c(cc5F)c(=O)c(C(=O)O)cn6C5CC5)CC4)nn3)cc2)cc1,22,20,65,33,65,32,-25*,7.1*
Cc1ccc(Nc2nc(N)nc(N)c2N=O)cc1C,89,98,99,13,94,95,92,88
Cc1cccc2cc(-c3cc4ccccc4[nH]3)/c(=N/C(=O)Nc3ccc(Cl)cc3)oc12,96,97,105,110,89,97,89,119
Cc1ccc2c(c1)[nH]c(=S)n2/C=C(\c1ccccc1)S(=O)Cc1ccccc1 (configuration not stated),101,97,105,96,95,103,94,87
O=c1[nH]c2ccccc2c(O)c1/C=N/Nc1nc(-c2ccccc2)cs1,56,29,83,90,61,39,67,45
Cc1ccc(S(=O)(=O)Nc2ccc(-c3cc(-c4cccc(C)c4)c(C#N)c(N)n3)cc2)cc1,59,58,96,75,78,61,63,63
O=C1N=c2ccc(Cl)cc2=C1c1sc(=Nc2ccccc2)n(Cc2nc3ccccc3[nH]2)c1O,30,63,88,112,69,34,87,38
O=C(O)c1sccc1O,61,48,78,76,41,46,71,68
Nc1nc2ccccc2c2c(=O)c3cc(Cl)ccc3sc12,96,101,101,21,85,105,102,95
Cn1c(O)c(C=Nc2ccc(S(N)(=O)=O)cc2)c2ccccc21,108,nt,104,120,98,100,87,85
CN(C)c1nc(NCCNS(=O)(=O)c2ccc(C3=Nc4c(N)nc(N)nc4NC(c4ccc(F)cc4)C3)cc2)nc(N2CCOCC2)n1 (configuration not stated),54,41,82,37,72,27,17,30
O=C(Oc1c(Cl)c(Cl)c(Cl)c(Cl)c1Cl)Oc1c(Cl)c(Cl)c(Cl)c(Cl)c1Cl,99,104,108,89,99,101,105,95
FC(F)(F)c1ccc2c(Nc3cccc(C4CC(c5ccc(Cl)cc5)=NN4c4ccc(Cl)cc4)c3)ccnc2c1 (configuration not stated),73,93,104,102,94,73,83,71
N[C@H](CS)C(=O)O,107,91,104,93,114,104,101,nt
Cc1cc(C)nc(/N=C/c2ccccc2O)c1,126,92,116,116,114,99,104,91
CC(C)=CC/C=C(/C)[C@H]1CC[C@]2(C)[C@@H]1CC[C@@H]1[C@@]3(C)C/C(=C/c4cccc([N+](=O)[O-])c4)C(=O)C(C)(C)[C@@H]3CC[C@]12C,95,97,107,98,100,94,104,nt
CC(=O)Nc1cccc2ccccc12,86,72,103,119,92,96,104,95
CC1=CC(=O)CC(c2ccccc2)C1 (configuration not stated),100&107,100&84,108&112,103&108,111&116,97&93,105&97,90&90
Nc1nc2c(c(=O)[nH]1)C(c1ccc(Cl)cc1)C=C(C(=O)O)N2 (configuration not stated),101,nt,99,106,126,104,111,96
COc1ccc(C(=O)O)nc1C,107,nt,104,98,115,105,nt,nt
CCOC(=O)N1CCC(CN(Cc2ccc(Cl)cc2)Cc2ccc([N+](=O)[O-])s2)C1 (configuration not stated),66,nt,83,78,66,42,54,56
Cc1nn(-c2ccc(Cl)cc2)c2c1C(c1ccc(Cl)cc1)C(C#N)=C(N)O2 (configuration not stated),103,99,104,102,90,108,103,106
O=C(Oc1ccc[nH]c1=O)c1cccc(Cl)c1,104,123,108,90,103,115,108,99
Oc1c(Cl)cccc1C1CCCCC1,101,101,99,85,112,107,99,99
COc1ccc(/C=C/c2nc3ccccc3nc2NNC(=O)Nc2cccc(Cl)c2)cc1,67,45,74,55,78,61,61,34
O=c1c2ccccc2sc2c(N3CCCC3)nc3ccccc3c12,86,92,112,99,91,102,93,81
NNC(=O)c1ccc(-n2nc(-c3ccccc3)c3ccccc32)cc1,84,37,94,38,64,75,86,83
COc1ccc(NC(=O)Nc2ccc(C#N)cc2)cc1,69&89,93,100&104,106&102,119&127,75&92,72&90,74&78
COCC(Cl)/C(N)=N\S(=O)(=O)c1c(C)cc(Cl)cc1Cl (configuration not stated),99,95,103,99,121,83,102,84
COC(=O)Cc1[nH]cnc1C(N)=O,101,98,113,87,107,98,98,114

# Results in MDA-MB-435 and MOLT-4, for some of the entries so far:
smiles	MDA-MB-435	MOLT-4
CC(C)=CC/C=C(/C)[C@H]1CC[C@]2(C)[C@@H]1CC[C@@H]1[C@@]3(C)C/C(=C/c4cccc([N+](=O)[O-])c4)C(=O)C(C)(C)[C@@H]3CC[C@]12C	107	94
Cc1nn(-c2ccc(Cl)cc2)c2c1C(c1ccc(Cl)cc1)C(C#N)=C(N)O2 (configuration not stated)	104	108
CCOC(=O)N1CCC(CN(Cc2ccc(Cl)cc2)Cc2ccc([N+](=O)[O-])s2)C1 (configuration not stated)	83	42

# Carrying on:
SMILES,K-562,CCRF-CEM,MDA-MB-435,MDA-MB-468,MDA-MB-231,MOLT-4,RPMI-8226,SR
CC(=O)CCc1ccccc1,102,104,97,100,99,101,108,117
O=C(O)CCCN1C(=O)/C(=C/c2cn(-c3ccccc3)nc2-c2cccc([N+](=O)[O-])c2)SC1=S,44,28,56,63,77,46,55,26
CC(/C=N\NC(=O)C(=O)N/N=C/C(C)=C/c1ccccc1)=C\c1ccccc1,89,109,103,95,84,108,93,110
COc1ccc(/C=N/NC(=O)C[N+](C)(C)C)cc1S(=O)(=O)O,106,101,93,122,122,111,94,111
Cc1cc(-c2ccccc2)[s+]s1,72,105,76,94,87,96,98,94
COC(=O)C1=Nc2ccc(F)cc2/C1=C\c1sc(=O)[nH]c1S,89,83,88,109,75,97,92,66
COc1ccc(-c2nn3c(=O)c(C#N)c(-c4cn(-c5cccc(Cl)c5)nc4-c4ccc(OC)cc4)c(C#N)c3[nH]2)cc1,42,77,73,66,67,22,nt,25
c1ccc(CC(NCCNC(Cc2ccccc2)c2ccccc2)c2ccccc2)cc1 (configuration not stated),-26*,10,38,-33*,7.8*,-13*,-41*,-34*
S=c1c2ccccc2nc2n1CCc1c-2[nH]c2ccccc12,58,96,89,48,41,74,90,68
CCC(N)C(O)(c1ccccc1)c1ccccc1 (configuration not stated),nt,nt,106,110,114,nt,78,nt
CCOc1c(OC)cc2c(c1OCC)C(=O)N[C@@H]1[C@@H](O)[C@@H](O)[C@H](O)C[C@@H]21,92,102,105,98,107,81,106,90
C=CCC1(O)C(c2ccccc2)=C(c2ccccc2)C(c2ccccc2)=C1c1ccccc1,nt,60,84,62,78,nt,28,nt
C[C@H]1c2ccccc2CN1CCCOc1cc2c(cc1OCC1CC1)C1(CCCC1)C(N)=N2,2.7*,55,36,29,34,36,18,14
COc1cc(/C=C/C(=O)c2cc(NC(=O)c3ccc4cc(-c5cc(OC)c(OC)c(OC)c5)ccc4c3)ccc2O)cc(OC)c1OC,87,29,96,125,98,76,51,99
CCOC(=O)C1=C(c2ccccc2)N=c2s/c(=C\c3cc(C)n(-c4ccc(F)cc4)c3C)c(=O)n2C1c1cccc(OC)c1OC (configuration not stated),105,101,102,102,96,97,100,102
CCOC(=O)CC(O)(c1ccccc1)c1ccccc1,107,107,122,98,118,117,113,113
O=C(Oc1ccccc1)c1ccccc1O,91,104,104,108,98,101,104,108
O=C(CSc1nc2ccccc2c(=O)n1-c1ccc(Cl)cc1)N/N=C/c1ccc(N2CCOCC2)cc1,100,99,104,96,99,105,104,95
CCN(CC)c1ncnc2c1ncn2Cc1nnc2c3ccccc3c(Cl)nn12,90,88,90,68,94,66,75,67
C(=C(\C1=NCCN1)n1ccc2ccccc21)/c1ccccc1,97,100,98,97,97,98,100,96
COC(=O)c1c2c(n3ccccc13)C(=O)c1ccccc1C2=O,55,59,85,96,64,35,68,39
S=C(c1ccc2c(c1)OCO2)N1CCN(c2ccccc2Cl)CC1,108,96,100,81,99,96,86,nt
CCOC(=O)c1c2ncccc2n2c(=O)n(-c3ccccc3Cl)nnc12,94,76,112,nt,89,85,98,104
Nc1cc(C(F)(F)F)c(-c2cc(N3CCOCC3)nc(N3CCOCC3)n2)cn1,0.8*,4.6*,-62*,-52*,-1.7*,-12*,-6.6*,-6.7*
COc1cc2c(cc1OC)-c1c(oc3c4c(ccc3c1=O)OC(C)(C)C=C4)CO2,40,70,61,19,81,55,49,43
Oc1ccccc1/C=N\NC(=S)N/N=C/c1ccccc1O,26,15&16,44&56,11&32,44&55,16&22,41&29,22&20
CSCC(C(=O)NCc1ccc(Cl)cc1Cl)N1C(=O)C2CCCCC2C1=O (configuration not stated),97,99,102,95,97,104,80,112
O=CNc1ccc2c(c1)Cc1cc([N+](=O)[O-])ccc1-2,21,21,-28*,-30*,34,30,36,32
CN(CCC#N)c1ccc(/C=C(\C#N)c2cccc(C(F)(F)F)c2)cc1,21,nt,1.3*,23,59,54,57,nt

# Arranged by length of the SMILES (ascending): six of the compounds above.
SMILES,K-562,CCRF-CEM,MDA-MB-435,MDA-MB-468,MDA-MB-231,MOLT-4,RPMI-8226,SR
Oc1c(Cl)cccc1C1CCCCC1,101,101,99,85,112,107,99,99
CCN(CC)CC(=O)Nc1cc(Cl)ccc1C,93,88,106,108,101,84,91,85
COc1ccc(NC(=O)Nc2ccc(C#N)cc2)cc1,69&89,93,100&104,106&102,119&127,75&92,72&90,74&78
c1ccc(CC(NCCNC(Cc2ccccc2)c2ccccc2)c2ccccc2)cc1 (configuration not stated),-26*,10,38,-33*,7.8*,-13*,-41*,-34*
COc1ccc(/C=C/c2nc3ccccc3nc2NNC(=O)Nc2cccc(Cl)c2)cc1,67,45,74,55,78,61,61,34
O=C(O)CCCN1C(=O)/C(=C/c2cn(-c3ccccc3)nc2-c2cccc([N+](=O)[O-])c2)SC1=S,44,28,56,63,77,46,55,26

# In the list so far, these contain a tert-butyl group.
SMILES,K-562,CCRF-CEM,MDA-MB-435,MDA-MB-468,MDA-MB-231,MOLT-4,RPMI-8226,SR
COc1cccc(C(=O)N(c2ccc(F)cc2F)C(C(=O)NC(C)(C)C)c2cc3c(C)cc(C)cc3nc2Cl)c1 (configuration not stated),49,65,80,51,70,46,35,58
Cn1ncc2c(NC(C)(C)CC(C)(C)C)nc(NC(C)(C)CC(C)(C)C)nc21,98,75,109,90,85,nt,81,75

# Assay outcomes as filed in PubChem.
